Exocytosis inh – blocks lytic granule exocytosis. TALL-104 LAMP-1 surface exposure, flow cytometry; cells stimulated with thapsigargin and PMA. inhibition, % at 10 µM. actives 0.66% (n = 360,000). AID 651702;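 active = inhibition above about 55%, limit read from the data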
Cardio protect – protects H9c2 cardiomyocytes from peroxide injury; protection from H2O2 cell death, % at 20 µM; AID 588492; actives 0.63% (n = 360,000); H2O2 injury protection, ATPLite, 2 h;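 active = compounds giving at least 50% protection of heart cells from peroxide-induced death in the single-dose screen, raw or plate-pattern-corrected value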;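 also: 0% = DMSO wells with peroxide and 100% = DMSO wells without peroxide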
ABCB6 inh 2 – blocks the human ABCB6 transporter. K562-ABCB6 porphyrin accumulation, flow cytometry, 1 h; stronger effect = lower value. fluorescence ratio to DMSO, % at 10 µM. actives 0.19% (n = 360,000). Q9NP58;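 active = fluorescence ratio to DMSO below 75%, the collection mean minus 3 SD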;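 also: signal is porphyrin accumulated inside mitochondria; 100% equals median channel fluorescence of DMSO control wells; lower ratio means ABCB6 inhibition with less porphyrin fluorescence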
Target sequence (Q9NP58 whole entry, looked up): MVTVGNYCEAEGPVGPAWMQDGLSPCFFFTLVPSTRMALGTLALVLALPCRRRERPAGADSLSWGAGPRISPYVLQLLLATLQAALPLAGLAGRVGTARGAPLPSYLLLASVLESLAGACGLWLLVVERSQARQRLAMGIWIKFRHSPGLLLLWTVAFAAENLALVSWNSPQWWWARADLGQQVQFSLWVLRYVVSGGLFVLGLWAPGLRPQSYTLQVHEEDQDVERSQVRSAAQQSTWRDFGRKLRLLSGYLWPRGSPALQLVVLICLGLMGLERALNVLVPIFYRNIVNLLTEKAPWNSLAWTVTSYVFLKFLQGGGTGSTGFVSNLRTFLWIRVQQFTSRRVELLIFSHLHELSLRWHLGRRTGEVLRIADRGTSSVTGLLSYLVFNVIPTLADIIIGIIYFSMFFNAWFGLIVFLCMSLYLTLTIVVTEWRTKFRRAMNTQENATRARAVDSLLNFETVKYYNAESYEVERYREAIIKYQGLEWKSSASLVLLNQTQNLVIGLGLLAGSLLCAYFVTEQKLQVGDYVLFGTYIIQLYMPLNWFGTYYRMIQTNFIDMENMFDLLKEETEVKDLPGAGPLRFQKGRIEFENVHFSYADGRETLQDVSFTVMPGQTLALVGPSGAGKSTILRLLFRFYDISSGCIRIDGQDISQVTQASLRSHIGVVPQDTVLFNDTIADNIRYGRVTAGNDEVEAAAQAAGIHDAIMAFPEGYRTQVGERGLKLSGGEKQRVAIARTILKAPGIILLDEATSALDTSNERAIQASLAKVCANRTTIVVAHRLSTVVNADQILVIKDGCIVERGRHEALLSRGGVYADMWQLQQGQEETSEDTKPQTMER
CaV13 ICDI inh – Primary screen for inhibitors of IQ motif and Ca2+-dependent inactivation inhibitor domain binding in CACNA1D, Förster resonance energy transfer in living cells, …; HEK cells, CFP/YFP FRET ICDI-IQ, plate reader, 10 min; percent FRET-ratio fall versus neutral wells; actives 0.098% (n = 340,000); inhibition, % at 12.3 µM;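 active = mean replicate inhibition of at least 30% and at least 1% of replicates passing that level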;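 also: 0% = median of the neutral control wells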
Vif inh – inhibitors of HIV Vif | HEK293T cells, Vif self-association by quenched fluorescence, imaging, 24 h | inhibition, % at 7.49 µM | actives 0.35% (n = 340,000) | AID 602346; in the data active = inhibition above about 50%, passing the limit was not always enough; also: some results filed as inactive read as strong as hits
PDI inh – inhibitors of human protein disulfide isomerase; P07237; PDI insulin aggregation turbidity, A650, 90 min; inhibition, % at 10 µM; actives 0.052% (n = 350,000); AID 588391;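 active = mean inhibition across replicates of 30% or more, whatever share of single replicates reach that level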;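 also: absorbance from insulin aggregation driven by PDI reduction with DTT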
hiPSC survival – enhancers of human iPSC single-cell survival | survival enhancement, % at 20 µM | AID 602274 | hiPSC single-cell survival, ATPlite luminescence; 100% = ROCK inhibitor wells, 0% = DMSO | actives 0.044% (n = 360,000); in the data active = survival enhancement above about 18%;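 also: cells exposed to compounds for 16 hours before the ATP read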
aDG glyco up – alpha-DG glycosylation activation; Pro5-aDG cells, alpha-DG glycosylation AlphaScreen (IIH6); 0% Pro5, 100% B10-LARGE cell signal; activation, % at 10 µM; actives 0.22% (n = 360,000);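 active = activation of at least 8% versus controls, or a plate z-score of at least 8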;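 also: Pro5 are CHO cells carrying HIG-tagged alpha-DG that lacks glycosylation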
m5-HT2A agonist – agonists of mouse serotonin 5-HT2A receptor (HTR2A); AID 624169; CHO-K1 mHTR2A beta-arrestin complementation, luminescence; percent of 30 µM serotonin response; P35363; actives 0.66% (n = 360,000); activation, % at 7.6 µM;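 active = activation above a run cutoff, the mean activation of all tested compounds plus 3 SD, cut at about 14% in these data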;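 also: 0% = plate median of compound wells and 100% = 30 µM serotonin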
Glyco luc inh – N-linked glycosylation inhibition; D54 ERlucT glycosylation luciferase reporter, 24 h; percent of 100 nM tunicamycin response; actives 0.23% (n = 360,000); AID 588692; reporter increase, % at 12.5 µM;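 active = mean luciferase reporter signal, scaled so untreated is 0 and the glycosylation-blocking control 100, at or above a set limit in every replicate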;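 also: luciferase carries N-glycosylation sites so blocking glycosylation raises the light; 0% = median of neutral control wells and 100% = median of 100 nM tunicamycin wells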
The depositor's hits bear a star; x = no result given; & = joins results of further samples.

nr	Compound	Exocytosis inh	Cardio protect	ABCB6 inh 2	CaV13 ICDI inh	Vif inh	PDI inh	hiPSC survival	aDG glyco up	m5-HT2A agonist	Glyco luc inh
1	Cc1nc2ccsc2c(=O)n1-c1ccccc1Cl	-1	2	94	-5	-4	-4	-0.2	-0.2	7	0
2	CCCc1nc2ccccc2c(=O)n1-c1ccc(O)cc1	0	-4	97	-5	-1	-7	-0.5	-0.5	4	0
3	Cc1ccccc1CN1CCNCC1	1	-2	99	0	4	-3	-1.8	-0.3	1	0
4	Fc1ccc(NC(=S)N2Cc3ccccc3-n3nncc3C2)cc1	-6	-4	103	-5	13	-1	5.8	0.0	-4	0
5	CCN1C[C@@]2(COC)C3[C@@H](OC)[C@H]4[C@@H]1[C@@]3(C1C[C@H]3[C@H](O)C1[C@]4(O)C[C@H]3OC)[C@@H](OC)C[C@H]2O (stereo not given in full)	-2	-1	100	x	6	x	-1.5	0.2	-5	1
6	COc1ccc(C2=CC(c3ccc4c(c3)OCO4)c3c(c4ccccc4oc3=O)O2)cc1OC (stereo not given)	-6	3	100	-7	5	2	0.3	-0.5	-5	-1
7	C=CCn1c(O)c(/C=N/N2CCCCC2)c(=O)[nH]c1=O	-1	3	98	-5	0	-1	-0.1	0.2	6	1
8	CCn1c(O)c(C=Nc2ccc(N3CCOCC3)c(Br)c2)c(=O)n(CC)c1=S	-1	6	103	-3	-6	-9	-1.5	-0.5	2	3
9	Cn1nc(N)c2c1N=P(N1CCOCC1)(N1CCOCC1)N=C2c1ccccc1	1	0	100	-7	0	-11	-0.1	-0.2	2	-1
10	Clc1ccccc1C1=NCc2nncn2-c2sc(Br)cc21	2	-3	95	-3	-1	-10	-0.3	0.1	-7	0
11	Cc1ccc2[nH]c(=S)n(-c3cccnc3)c(=O)c2c1	1	2	99	-5	x	4	-0.6	-0.1	2	1
12	Cc1ccc(-c2nc3ccccc3c(=O)n2-n2cccc2)cc1	-3	7	91	0	4	-4	-1.5	0.0	0	1
13	Cc1cc(N2C(=O)C3CCCN3C2c2ccccc2)no1 (stereo not given)	0	-3	97	-1	6	-4	0.4	0.2	-4	1
14	C=Cn1ccnc1P(=S)(c1nccn1C=C)C1CCCCC1	2	1	99	-8	1	-1	-0.3	0.1	2	1
15	COc1cc2c(cc1C=O)OCO2	3	6	102	-3	x	4	-1.3	-0.2	6	3
16	Cc1cc(NC(=O)CCl)no1	7	-15	98	-17	14	5	-3.2	0.2	6	2
17	CCCCNc1ccncc1S(=O)(=O)NC(=O)NC(C)C	-2	12	89	0	1	17	2.1	0.0	-3	1
18	CCC(=NCCCN1CCOCC1)c1c(O)n(Cc2ccccc2)c(=O)[nH]c1=O	0	8	99	-6	10	5	-2.1	-0.2	-1	-3
19	COc1c(C)cc(C(=O)C2CCCN(Cc3cccc(O)c3)C2)cc1C (stereo not given)	33	0	97	-20	-3	-8	-0.3	0.3	-9	-2
20	O=c1c2ccccc2nc(/C=C/c2ccc3c(c2)OCO3)n1-c1ccccc1	0	39	100	-2	-13	-3	3.0	-0.5	-6	-1
21	Cc1cccc(CN(C)C)c1OC(=O)N(C)C	0	-3	78	-8	-16	0	2.7	-0.1	-5	2
22	O=C(COC(=O)Cc1ccccc1)NC12CC3CC(CC(C3)C1)C2	-1	7	80	-4	-2	-11	3.4	0.2	1	0
23	C=C(C)[C@H]1CN[C@H](C(=O)O)[C@H]1CC(=O)O	-9	0	99	-4	-4	-13	1.8	-0.2	1	1
24	COC(=O)C1=C(c2ccc(-c3ccccc3)c(F)c2)C[C@@H]2CC[C@H]1N2C(=O)NC1CC1	0	-14	100	-8	-3	15	-1.9	0.9	-4	-5
25	CCOc1ccc(N=Cc2c(O)n(Cc3ccccc3)c(=S)[nH]c2=O)cc1	-2	-2	100	-4	0	-4	0.0	-0.1	2	1
26	CNCC[C@H](Oc1ccc(C(F)(F)F)cc1)c1ccccc1	10	-11	100	-7	-11	3	-0.7	0.4	-5	1
27	Cc1cc(-c2ccccc2)cc(C)[n+]1Cc1ccccc1	20	-20	96	-4	5	-59	-2.8	0.5	0	-3
28	COCCNC(=S)N1Cc2ccccc2-n2nncc2C1	-6	0	95	-6	-2	-20	3.9	-0.1	-3	2
29	C1=NCCCN2CCCCC12 (stereo not given)	-3	4	102	-6	9	-4	5.9	0.3	3	1
30	CC(C)(C)[C@]1(O)C[C@@H]2OC(=O)C[C@@]23C(=O)O[C@@H]2OC(=O)[C@@H](O)C213 (stereo not given in full)	-3	0	101	-11	5	-8	-1.8	-0.1	5	0
31	CN1CC(C(=O)c2ccccc2)C(C(=O)c2ccccc2)C1 (stereo not given)	0	3	100	x	-2	3	-2.1	0.2	-1	-2
32	CCOC(=O)[C@]12Cc3cc(C)ccc3[C@H]1N(C)C(=O)c1ccccc12	-4	x	416	-10	x	x	-0.9	0.1	1	x
33	O=C(c1ccc(C(F)(F)F)cc1)C1CCCN(Cc2ccncc2)C1 (stereo not given)	1	-15	96	-2	-12	2	0.2	1.6	-6	-8
34	COCc1c(CN)cnc(C)c1N	-2	1	95	-6	10	0	0.1	-0.2	-1	1
35	CCC(=O)CC(c1ccc([N+](=O)[O-])cc1)c1c(O)c2ccccc2oc1=O (stereo not given)	-1	0	90	-5	3	-3	4.3	-0.2	1	0
36	O=C(c1ccc2c3c(cccc13)CC2)C1CCCN(CC2CC2)C1 (stereo not given)	3	-7	103	-5	x	-1	-1.3	-0.2	-10	-3
37	COC(=O)C1=C(c2ccc(-c3ccccc3)c(F)c2)C[C@@H]2CC[C@H]1N2C(=O)N1CCC(O)CC1	-4	-6	88	-6	-2	5	-2.5	0.7	-6	-4
38	CC(=O)c1ccc2c(c1)C1C(Cl)C(Sc3ccccc3[N+](=O)[O-])CC1C(c1ccccc1)N2 (stereo not given)	15	8	112	x	x	-14	1.7	-0.4	-5	x
39	CN1CCN(c2nc(Cl)ncc2F)CC1	-2	8	103	-6	-2	-1	-0.4	0.1	-2	0
40	COC(=O)C1=C(c2ccc3ccccc3c2)C[C@@H]2CC[C@H]1N2C(=O)NC(C)C	-4	-4	93	-5	-2	0	1.7	0.7	-9	-1
41	C[C@]12C=CC(=O)C=C1CC[C@@H]1[C@@H]2CC[C@]2(C)C(=O)CC[C@@H]12	3	-10	95	x	-5	x	1.5	1.4	1	-2
42	CCOCCN1CCN(c2nnc3n2-c2ccc(Cl)cc2C(c2ccccc2Cl)=NC3)CC1	-1	6	93	-1	2	-4	6.0	0.0	-2	-7
43	COc1cc2c3cc1Oc1cc(ccc1O)C[C@@H]1c4c(cc(OC)c(O)c4Oc4ccc(cc4)C[C@H]3N(C)CC2)CCN1C	11	-14	110	-5	-1	-3	-4.9	0.3	-3	-6
44	COc1ccc(CCNC(=O)COC(=O)Cc2ccccc2)cc1	-2	-2	101	-5	-6	8	2.5	-0.2	-1	0
45	Cc1ccc2c(c1)C1CN(C)CCC1N2C(=O)CCCN1C(=O)c2cccc3cccc(c23)C1=O (stereo not given)	18	11	102	-4	-3	-5	-0.3	-0.1	-5	1
46	CCOC(=O)c1c(/N=C/c2c(O)n(-c3ccccc3F)c(=S)[nH]c2=O)sc2c1CCCC2	2	2	100	-5	x	0	1.2	0.0	4	1
47	C[C@]12CC[C@@H](O)CC1=CC(=O)C1C2CC[C@]2(C)C(=O)[C@H](O)CC12 (stereo not given in full)	-2	-5	102	-9	-5	3	-1.8	0.2	1	-3
48	O=C(COC(=O)Cc1ccccc1)Nc1ccc(SC(F)F)cc1	-2	1	102	6	-2	5	-0.7	0.0	-2	1
49	CCOc1cc2c(cc1OCC)-n1cccc1C(c1ccccc1F)NC2 (stereo not given)	2	-6	97	-20	10	-6	0.8	0.1	-7	-3
50	Cc1ccc(C(=O)C2CN3CCC2CC3)cc1 (stereo not given)	-1	-8	98	x	4	-1	-0.2	-0.1	-5	2
51	CC(C)C(=O)Nc1nnc(CCN(CCc2nnc(NC(=O)C(C)C)s2)[N+](=O)[O-])s1	0	0	98	-6	10	-5	-0.5	0.0	2	3
52	O=[N+]([O-])/C=C1/NCCN1Cc1ccc(Cl)nc1	0	-2	100	-6	14	-8	3.7	-0.2	-5	0
53	C[C@]12CC[C@H]3[C@@H](CCC4=CC(=O)CC[C@@]43C)[C@@H]1CC[C@@H]2O	-9&1	1&2	100&101	x	-8&4	-2&3	0.0&-3.4	-0.2&0.3	8&-1	-3&-2
54	CCCS(=O)(=O)N1CCCC(C(=O)N2CCC3(CC2)OCCO3)C1 (stereo not given)	-1	11	107	x	8	10	5.3	0.2	-1	1
55	CCN(CC(=O)Nc1ccc(C#N)c(Cl)c1)CC(=O)NC(C)(C)C	0	-14	101	x	-1	-6	-0.4	-0.6	1	-2
56	CCOC(=O)C1(CCc2ccccc2)CCN(Cc2csc(C(C)=O)c2)CC1	-8	-14	97	-4	-8	3	-1.2	0.1	-2	-4
57	CCOC(=O)c1cccc(-[n+]2c(-c3ccccc3)cc(-c3ccccc3)cc2-c2ccccc2)c1	-2	-18	100	-6	20	0	-4.5	0.0	7	6
58	NN=C1C(Cl)=C(Cl)C(Cl)=C1Cl	-2	-10	104	-6	2	0	1.8	-0.1	0	-1
59	O=C1N(c2ccc(Cl)cc2)C(c2cccnc2)N2CCCN12 (stereo not given)	0	-9	92	-4	-3	0	-0.3	-0.3	-3	1
60	COCCCn1c(N)c(C(=O)Nc2sc3c(c2C(=O)OC)CCCC3)c2nc3ccccc3nc21	7	93*	87	x	x	2	-1.0	-0.4	-2	0

By substructure, the compounds so far with bromine.
nr	Compound	Exocytosis inh	Cardio protect	ABCB6 inh 2	CaV13 ICDI inh	Vif inh	PDI inh	hiPSC survival	aDG glyco up	m5-HT2A agonist	Glyco luc inh
8	CCn1c(O)c(C=Nc2ccc(N3CCOCC3)c(Br)c2)c(=O)n(CC)c1=S	-1	6	103	-3	-6	-9	-1.5	-0.5	2	3
10	Clc1ccccc1C1=NCc2nncn2-c2sc(Br)cc21	2	-3	95	-3	-1	-10	-0.3	0.1	-7	0

Other structures follow:
nr	Compound	Exocytosis inh	Cardio protect	ABCB6 inh 2	CaV13 ICDI inh	Vif inh	PDI inh	hiPSC survival	aDG glyco up	m5-HT2A agonist	Glyco luc inh
61	CCOP(=O)(OCC)C(c1ccccc1)N(C)C=O (stereo not given)	3	5	104	-9	3	7	2.7	0.1	1	1
62	CCOC(=O)c1cc2c(cn1)[C@@H](CCO)NC2	-1	1	101	-6	-3	5	0.7	-0.2	-1	1
63	Nc1c(C(=O)OCc2ccccc2)c2nc3ccccc3nc2n1Cc1cccs1	-1	-10	96	-5	-15	2	4.4	0.4	-8	0
64	Cc1ccc(NC(=S)NCCc2cnc[nH]2)cc1C	-2	-8	98	3	4	0	-1.0	-0.2	-3	2
65	Cc1ccc2c(c1)C1C[N+](C)(CC(=O)c3ccc(Cl)cc3Cl)CCC1N2C(=O)c1ccc(F)cc1 (stereo not given)	-1	-4	94	-15	-1	9	1.1	-0.3	-6	4
66	CCCCn1c(O)c(C(C)=NCCN2CCOCC2)c(=O)[nH]c1=O	-1	1	101	-5	2	6	-0.5	0.0	0	1
67	O=C(Nc1cc(Cl)cc(Cl)c1)N1Cc2ccccc2-n2nncc2C1	0	-1	96	-3	x	-5	-2.3	-0.1	1	1
68	COC(=O)C1=C(c2cccc(OC)c2OC)C[C@@H]2CC[C@H]1N2C(=O)NCc1ccco1	-2	0	103	-11	1	3	-3.0	0.1	2	-1

Screening results (PubChem BioAssay)

These rows are one share of the data; count on the stated rates, not on these rows.
